RSV antiviral HEp-2: RSV antiviral activity via CPE protection, HEp-2 cells, primary 10 µM value included (AID 2391); HEp-2 cells, RSV-induced CPE inhibition; higher % means a stronger effect; CPE inhibition, % at 10 µM; hits with a dose series show IC50 in µM; hit rate 0.13% among 310,000; in the data active = a potency from the dose series; inconclusive = CPE inhibition mostly from about 23% at the one dose, without a potency; inactive = the rest, 99 in 100 with CPE inhibition below about 21%; also: strong numbers were not always called active
SV40 large T antigen: SV40 large T antigen inhibitors, biochemical (AID 1903); SV40 large T antigen ATPase/helicase inhibition assay; higher % means a stronger effect; inhibition, % at 20 µM, or IC50 in µM where a hit was titrated; hit rate 0.39% among 310,000; in the data active = a potency from the dose series; inconclusive = inhibition mostly from about 32% at the one dose, without a potency; inactive = the rest, 99 in 100 with inhibition below about 32%; also: strong numbers were not always called active
LYP phosphatase: inhibitors of LYP phosphatase, biochemical, fluorescence intensity, uHTS (AID 1779). hit rate 0.054% among 290,000. recombinant LYP phosphatase, fluorescence intensity; higher % means a stronger effect. inhibition, % at 11.5 µM, or IC50 in µM where a hit was titrated; in the data active = inhibition above about 50%;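 also: plate controls were vehicle with enzyme for no effect and no enzyme for full effect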
MgcRacGAP inhibition: MgcRacGAP GTPase-activating activity inhibitors, confirmation, biochemical, ADP Hunter fluorescence; MgcRacGAP-stimulated Rac1 GTP hydrolysis, ADP Hunter fluorescence; higher % means a stronger effect; GST-tagged Rac1 F28L mutant substrate; inhibition, % at 30 µM, or IC50 in µM where a hit was titrated; hit rate 0.6% among 340,000; AID 624330, 2012;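 active = first-screen hits whose inhibition reached a set limit at any dose in the follow-up dose series; inconclusive = inhibition above the set first-screen limit but never retested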;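 also: fluorescence reports GDP produced by GAP-driven GTP hydrolysis; strong numbers were not always called active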
NS5 inhibitors: Dengue-2 NS5 methyltransferase inhibitors, primary screen, biochemical, confirmation dose response (AID 588689); Genome polyprotein (Dengue virus type 2 (strain 16681-PDK53)); Dengue-2 NS5 methyltransferase capping enzyme assay, biochemical; higher % means a stronger effect; inhibition, % at 25 µM; hits with a dose series show IC50 in µM; hit rate 0.3% among 340,000; in the data active = a potency from the dose series; inconclusive = inhibition above about 29% without an active follow-up result
GPR35 antagonists: GPR35 antagonists blocking zaprinast-driven arrestin recruitment, primary screen, imaging, U2OS, beta-arrestin-GFP, zaprinast agonist (AID 2058); G-protein coupled receptor 35 (Homo sapiens); U2OS GPR35 beta-arrestin-GFP translocation imaging, zaprinast antagonism; higher % means a stronger effect; inhibition, % at 10 µM; hits with a dose series show IC50 in µM; hit rate 0.052% among 290,000;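 active = inhibition of at least 50% with at least 30 cells and total cytoplasm GFP at most 10,000,000; inconclusive = under 30 cells or total GFP of 10,000,000 plus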
CSM14.1 death rescue: rescue of cells from ER stress-induced death, primary screen, 384-well, CSM14.1, thapsigargin, ATP luminescence (AID 1222); CSM14.1 thapsigargin-induced death rescue, ATP luminescence; higher % means a stronger effect; cellular ATP content (survival), % at 20 µM, or EC50 in µM where a hit was titrated; 190,000 tested, under 10 active;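 active = EC50 below 50 µM in the dose-response confirmation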;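 also: death triggered by thapsigargin at about 15 µM added after 2 h compound pretreatment; cell ATP read after overnight thapsigargin exposure of roughly 18 to 22 hours; normalized against plate controls of thapsigargin alone and 5% DMSO vehicle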
West Nile virus CPE: West Nile virus antiviral activity, cell-based, CPE readout (AID 1621). West Nile virus-infected cells, CPE inhibition; higher % means a stronger effect. CPE inhibition, % at 10 µM; hits with a dose series show IC50 in µM. hit rate 0.02% among 290,000; in the data active = a potency from the dose series; inconclusive = CPE inhibition mostly from about 3.7% at the one dose, without a potency; inactive = the rest, 99 in 100 with CPE inhibition below about 2.2%; also: strong numbers were not always called active
Salmonella PhoP GFP: inhibitors of PhoP regulon expression, primary screen, Salmonella Typhimurium, GFP reporter (AID 1863) | S. Typhimurium PhoP-regulated promoter GFP reporter, 4 h; higher % means a stronger effect | one-dose inhibition, % at 50 µM; IC50 in µM for titrated hits | hit rate 0.16% among 300,000;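 active = inhibition over 29.93%, a cutoff 3 SD above the screen mean, later confirmed by dose response; inconclusive = inhibition over 29.93% but no dose response follow-up; inactive = inhibition at most 29.93% or unconfirmed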;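 also: 0% = low Mg2+ inducing control and 100% = high Mg2+ repressing control; strong numbers were not always called active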
* hit, by the source's call.

How did Cc1nn(-c2ccccc2)c(Cl)c1/C=N/NC(=O)OC(C)(C)C do in these assays?
RSV antiviral HEp-2: 7.0%; SV40 large T antigen: -1.0%; LYP phosphatase: -5.6%; MgcRacGAP inhibition: 5.4%; NS5 inhibitors: 0.6%; GPR35 antagonists: 1.8%; CSM14.1 death rescue: -3.5%; West Nile virus CPE: 1.6%; Salmonella PhoP GFP: -12.3%

What do the screens show for `Cc1cc(C(=O)NC(C)C2CCCO2)no1` (stereo not drawn)?
RSV antiviral HEp-2: -0.3%; SV40 large T antigen: -0.1%; LYP phosphatase: -8.3%; MgcRacGAP inhibition: -0.6%; NS5 inhibitors: -0.8%; GPR35 antagonists: 5.6%; CSM14.1 death rescue: -0.3%; West Nile virus CPE: 0.1%; Salmonella PhoP GFP: -0.7%

What do the screens show for `COc1ccc(NC(=O)C2CCN(S(=O)(=O)c3c(C)noc3C)CC2)cc1`?
RSV antiviral HEp-2: 4.2%; SV40 large T antigen: 7.3%; LYP phosphatase: -7.6%; MgcRacGAP inhibition: 8.7%; NS5 inhibitors: -12.7%; GPR35 antagonists: 9.3%; West Nile virus CPE: -0.1%; Salmonella PhoP GFP: -7.4%

How did O=C(Cc1sc(-c2ccccc2)nc1-c1ccccc1)Nc1ccc(Cl)cc1 do in these assays?
RSV antiviral HEp-2: 0.1%; SV40 large T antigen: 11.6%; LYP phosphatase: -5.6%; MgcRacGAP inhibition: -5.1%; NS5 inhibitors: 1.6%; GPR35 antagonists: 0.9%; CSM14.1 death rescue: -0.7%; West Nile virus CPE: 0.7%; Salmonella PhoP GFP: 9.9%

Results for COc1ccccc1CN1C(=NC(=O)C2CCCCC2)SC2CS(=O)(=O)CC21 (stereo not drawn) ?
RSV antiviral HEp-2: 3.2%; LYP phosphatase: -11.4%; MgcRacGAP inhibition: -5.5%; NS5 inhibitors: -7.0%; GPR35 antagonists: 4.2%; West Nile virus CPE: 0.9%; Salmonella PhoP GFP: 6.3%

What do the screens show for `CCN(CC)CCN(C(=O)c1ccc2c(c1)OCCO2)c1nc2ccc(C)cc2s1`?
RSV antiviral HEp-2: -0.2%; SV40 large T antigen: 7.4%; LYP phosphatase: -0.1%; MgcRacGAP inhibition: 3.1%; NS5 inhibitors: -5.2%; GPR35 antagonists: -7.3%; West Nile virus CPE: -0.1%; Salmonella PhoP GFP: 1.5%

What do the screens show for `[N-]=[N+]=NC[C@H](Cc1ccccc1)N1CC[C@@H](O)CCC1=O`?
RSV antiviral HEp-2: 0.5%; SV40 large T antigen: 23.3%; LYP phosphatase: -15.3%; MgcRacGAP inhibition: 6.1%; NS5 inhibitors: 0.0%; GPR35 antagonists: 0.7%; West Nile virus CPE: -0.6%; Salmonella PhoP GFP: -5.0%

Results for CC(=O)c1cccc(NC(=O)C(C)OC(=O)c2cccc(-n3cnnn3)c2)c1 (stereo not drawn) ?
RSV antiviral HEp-2: 0.3%; SV40 large T antigen: 24.7%; MgcRacGAP inhibition: 11.3%; NS5 inhibitors: 2.2%; Salmonella PhoP GFP: -4.4%

How did Cc1ccc(S(=O)(=O)/N=C(\N)c2ccc(Cl)cc2)cc1 do in these assays?
RSV antiviral HEp-2: 20.4%; SV40 large T antigen: 0.3%; LYP phosphatase: -6.6%; MgcRacGAP inhibition: 1.3%; NS5 inhibitors: 2.0%; GPR35 antagonists: -8.6%; West Nile virus CPE: 0.0%; Salmonella PhoP GFP: -7.5%

What do the screens show for `N#Cc1c(NC(=O)c2cc(C3CC3)on2)sc2c1CCC2`?
RSV antiviral HEp-2: 3.5%; SV40 large T antigen: 13.4%; LYP phosphatase: -2.6%; MgcRacGAP inhibition: 12.0%; NS5 inhibitors: 2.8%; GPR35 antagonists: 10.6%; CSM14.1 death rescue: -0.6%; West Nile virus CPE: 0.0%; Salmonella PhoP GFP: -8.8%

What do the screens show for `Cc1ccc(C(=O)N2NC(c3ccccc3F)C3C(=O)N(c4cccc(C)c4)C(=O)C32)cc1` (stereo not drawn)?
RSV antiviral HEp-2: 1.6%; SV40 large T antigen: 4.1%; LYP phosphatase: 0.1%; MgcRacGAP inhibition: -6.1%; NS5 inhibitors: 5.1%; GPR35 antagonists: 1.7%; CSM14.1 death rescue: -2.7%; Salmonella PhoP GFP: -8.8%

Results for Cc1cc(O)ccc1NS(=O)(=O)c1ccc2c3c(cccc13)C(=O)N2 ?
RSV antiviral HEp-2: 3.8%; SV40 large T antigen: inconclusive; LYP phosphatase: -11.5%; MgcRacGAP inhibition: inconclusive; NS5 inhibitors: -14.7%; GPR35 antagonists: 1.5%; West Nile virus CPE: -0.1%; Salmonella PhoP GFP: 0.7%

Results for CC(=O)N1c2ccc(S(=O)(=O)N3CCC(C(=O)NC4CCCCC4)CC3)cc2CC1C (stereo not drawn) ?
RSV antiviral HEp-2: 1.1%; SV40 large T antigen: 4.4%; LYP phosphatase: -7.5%; MgcRacGAP inhibition: 6.8%; NS5 inhibitors: 4.9%; GPR35 antagonists: -6.7%; West Nile virus CPE: 0.2%; Salmonella PhoP GFP: -14.4%

How did O=S(=O)(c1ccc(OCC(O)CN2CCC(Cc3ccccc3)CC2)cc1)N1CCOCC1 (stereo not drawn) do in these assays?
RSV antiviral HEp-2: -0.9%; SV40 large T antigen: 2.7%; LYP phosphatase: -2.1%; MgcRacGAP inhibition: 1.9%; NS5 inhibitors: -3.5%; GPR35 antagonists: -2.2%; CSM14.1 death rescue: -1.7%; West Nile virus CPE: -0.7%; Salmonella PhoP GFP: 2.3%

What do the screens show for `CCCOc1ccc(Cn2c(=O)oc3ccc(C)cc32)cc1`?
RSV antiviral HEp-2: 2.6%; SV40 large T antigen: -2.8%; LYP phosphatase: -9.5%; MgcRacGAP inhibition: 10.3%; NS5 inhibitors: -5.2%; GPR35 antagonists: 19.8%; West Nile virus CPE: 0.5%; Salmonella PhoP GFP: 8.1%

What do the screens show for `Cc1cc(C)n(-c2cc(C(C)(C)C)nc3c(-c4ccccc4)cnn23)n1`?
SV40 large T antigen: 8.1%; LYP phosphatase: -1.5%; MgcRacGAP inhibition: -0.4%; NS5 inhibitors: -2.3%; GPR35 antagonists: -4.8%; West Nile virus CPE: 0.2%; Salmonella PhoP GFP: -6.2%

How did Cc1cc(NC(=O)CSc2nc3c(c(=O)n2Cc2ccccc2)SC(C)C3)no1 (stereo not drawn) do in these assays?
RSV antiviral HEp-2: 3.6%; LYP phosphatase: -4.1%; MgcRacGAP inhibition: 3.2%; NS5 inhibitors: -2.8%; GPR35 antagonists: -13.0%; West Nile virus CPE: -0.1%; Salmonella PhoP GFP: -1.4%

How did O=C(CCS(=O)(=O)c1ccccc1)NC1CCCCC1 do in these assays?
RSV antiviral HEp-2: 2.2%; SV40 large T antigen: 8.7%; LYP phosphatase: -8.0%; MgcRacGAP inhibition: 4.2%; NS5 inhibitors: 4.2%; GPR35 antagonists: -8.1%; West Nile virus CPE: 0.1%; Salmonella PhoP GFP: 2.3%

How did Cc1nccn1CCCNC(=O)CC1C(=O)NCCN1Cc1ccccc1C(F)(F)F (stereo not drawn) do in these assays?
RSV antiviral HEp-2: -1.1%; SV40 large T antigen: 15.1%; LYP phosphatase: -10.5%; MgcRacGAP inhibition: 10.8%; NS5 inhibitors: 5.6%; GPR35 antagonists: -0.7%; West Nile virus CPE: 0.2%; Salmonella PhoP GFP: -5.9%

Results for CCOC(=O)c1csc(NC(=O)c2ccc3c(c2)OCCO3)n1 ?
RSV antiviral HEp-2: 1.9%; SV40 large T antigen: 18.3%; LYP phosphatase: -3.8%; MgcRacGAP inhibition: 4.1%; NS5 inhibitors: -12.1%; GPR35 antagonists: 1.3%; West Nile virus CPE: -0.2%; Salmonella PhoP GFP: -6.0%

What do the screens show for `Cc1ccc(OCCN(C)C(=O)CC2C(=O)NCCN2CC(C)(C)C)cc1` (stereo not drawn)?
RSV antiviral HEp-2: -1.3%; SV40 large T antigen: 9.5%; LYP phosphatase: -2.8%; MgcRacGAP inhibition: 5.6%; GPR35 antagonists: 3.5%; CSM14.1 death rescue: 3.1%; West Nile virus CPE: 0.2%; Salmonella PhoP GFP: -5.9%

What do the screens show for `COC(=O)c1ccc2nc(C)cc(Nc3ccccc3C)c2c1`?
RSV antiviral HEp-2: 2.8%; SV40 large T antigen: 9.1%; LYP phosphatase: -2.0%; MgcRacGAP inhibition: 7.4%; NS5 inhibitors: -2.8%; GPR35 antagonists: -9.0%; CSM14.1 death rescue: -2.1%; Salmonella PhoP GFP: -12.5%

What do the screens show for `Cn1c(=O)oc2cc(S(=O)(=O)NCCC(=O)N3CCc4ccccc43)ccc21`?
RSV antiviral HEp-2: 1.1%; SV40 large T antigen: 22.8%; LYP phosphatase: 1.7%; MgcRacGAP inhibition: 11.5%; NS5 inhibitors: 0.7%; GPR35 antagonists: 13.4%; CSM14.1 death rescue: -0.6%; Salmonella PhoP GFP: -12.0%

How did Cc1cccc(N2C(=O)CC(Sc3nnc(C)s3)C2=O)c1 (stereo not drawn) do in these assays?
RSV antiviral HEp-2: 1.0%; SV40 large T antigen: 22.4%; LYP phosphatase: -3.5%; MgcRacGAP inhibition: 4.8%; NS5 inhibitors: -23.5%; GPR35 antagonists: -4.8%; CSM14.1 death rescue: -3.1%; West Nile virus CPE: 0.2%; Salmonella PhoP GFP: 0.1%

What do the screens show for `CSc1nc2ccc(N3C(=O)C4CCCCC4C3=O)cc2s1` (stereo not drawn)?
RSV antiviral HEp-2: 0.9%; SV40 large T antigen: 0.2%; LYP phosphatase: -3.4%; MgcRacGAP inhibition: -2.2%; NS5 inhibitors: -5.6%; GPR35 antagonists: -11.0%; CSM14.1 death rescue: 1.5%; West Nile virus CPE: 1.3%; Salmonella PhoP GFP: -4.5%

Results for Cc1ccc(C(=O)COc2ccc3ccc(=O)oc3c2)cc1 ?
RSV antiviral HEp-2: -1.0%; SV40 large T antigen: 11.8%; LYP phosphatase: -7.9%; MgcRacGAP inhibition: 8.9%; NS5 inhibitors: -7.7%; GPR35 antagonists: 9.6%; West Nile virus CPE: 0.0%; Salmonella PhoP GFP: -10.3%

How did CCCSCCCNC(=O)c1ccccc1NC(=O)C1=CSCCO1 do in these assays?
RSV antiviral HEp-2: 1.4%; SV40 large T antigen: 4.7%; LYP phosphatase: -6.2%; MgcRacGAP inhibition: 11.1%; NS5 inhibitors: -5.3%; GPR35 antagonists: 8.9%; West Nile virus CPE: -0.3%; Salmonella PhoP GFP: -0.3%

What do the screens show for `O=C(Nc1cc(-c2nc3ncccc3o2)ccc1Cl)c1cccs1`?
RSV antiviral HEp-2: 3.9%; SV40 large T antigen: -6.4%; LYP phosphatase: -7.2%; MgcRacGAP inhibition: 9.6%; NS5 inhibitors: 2.0%; GPR35 antagonists: -11.5%; West Nile virus CPE: 0.0%; Salmonella PhoP GFP: 0.4%

High-throughput results deposited in PubChem by several laboratories.
